RGS7-Gao reg = RGS7-Galphao binding modulators, primary screen, biochemical, multiplexed bead flow cytometry; binding response (% of control), % at 10 µM; actives lie on both sides; Guanine nucleotide-binding protein G(o) subunit alpha (Homo sapiens), P09471; hit rate 0.35% among 220,000; in the data active means binding response below about 49% or above about 150%; inconclusive means no clear call, values can overlap the other calls; inactive means in between;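 further: fluorescent Galphao held in activated GDP-AlF4 state binding bead-coupled RGS7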
Target sequence (P09471 whole entry, looked up): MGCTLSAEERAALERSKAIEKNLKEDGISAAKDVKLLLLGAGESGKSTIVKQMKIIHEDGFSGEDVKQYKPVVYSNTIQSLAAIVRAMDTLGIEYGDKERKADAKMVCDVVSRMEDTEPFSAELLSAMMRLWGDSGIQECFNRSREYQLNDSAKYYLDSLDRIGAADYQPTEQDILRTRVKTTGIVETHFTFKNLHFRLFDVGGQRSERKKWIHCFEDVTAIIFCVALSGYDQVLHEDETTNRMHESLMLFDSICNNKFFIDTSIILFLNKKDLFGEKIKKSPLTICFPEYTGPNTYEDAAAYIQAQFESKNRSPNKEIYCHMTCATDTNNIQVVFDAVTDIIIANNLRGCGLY
Bcl-XL Bim block = inhibitors of Bim-Bcl-XL binding, primary screen, biochemical, multiplexed, bead flow cytometry, human Bcl-XL. AID 1007, 2008. inhibition, % at 10 µM. Bim peptide-Bcl-XL binding, fluorescence. Bcl-2-like protein 1 (Homo sapiens), Q07817. hit rate 0.04% among 190,000
Bim-Mcl-1 = inhibitors of Bim peptide binding to Mcl-1, primary screen, biochemical, bead-based flow cytometry, multiplex. Induced myeloid leukemia cell differentiation protein Mcl-1 (Homo sapiens), Q07820. Bim peptide-Mcl-1 binding. inhibition, % at 10 µM. hit rate 0.1% among 190,000;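 further: 0% = no compound tracer wells and 100% = peptide blocker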
ABCG2 inh = ABCG2 efflux pump inhibitors, primary screen, multiplex with ABCB1, IgMXP3 cells, flow cytometry. Broad substrate specificity ATP-binding cassette transporter ABCG2 (Homo sapiens), Q9UNQ0. JC-1 efflux. inhibition, % at 6.6 µM. hit rate 0.1% among 190,000;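 active means inhibition above 80%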;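 further: 0% = DMSO and 100% = nicardipine control wells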
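Measure – % inhibition of efflux relative to nicardipine and DMSO · Test system – ABCG2 IgMXP3 and barcoded ABCB1 CCRF-Adr cell mix · Control set – nicardipine as high control, DMSO as low control · Compound – one concentration, 6.6 µM final · Signal – flow cytometry of retained JC-1 fluorescence · Timing – 10 min exposure at 25 °C with rotation, no wash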
Bim-Bcl-B = inhibitors of Bim-Bcl-B binding, primary screen, biochemical, multiplexed, human Bcl-2 family; bead-based flow cytometry, Bim peptide-Bcl-B binding; AID 951, 2007; inhibition, % at 10 µM; hit rate 0.073% among 190,000;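 further: 0% = tracer peptide without compound and 100% = reference inhibitor peptide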
Target sequence (Q9HD36 whole entry, looked up): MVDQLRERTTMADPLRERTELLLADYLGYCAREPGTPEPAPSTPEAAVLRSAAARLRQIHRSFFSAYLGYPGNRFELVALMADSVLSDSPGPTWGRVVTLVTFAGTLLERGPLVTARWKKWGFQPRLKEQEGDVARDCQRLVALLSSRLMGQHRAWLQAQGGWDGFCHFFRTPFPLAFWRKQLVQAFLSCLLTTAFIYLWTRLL
Bfl-1 Bim block = inhibitors of Bim binding to Bfl-1, primary screen, biochemical, multiplexed, bead-based flow cytometry. Bcl-2-related protein A1 (Homo sapiens), Q16548. Bim-Bfl-1 binding inhibition. inhibition, % at 10 µM. hit rate 0.12% among 190,000;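 further: 0% = wells without compound plus tracer and 100% = blocker peptide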
RGS8-Gao reg = RGS8-Galphao binding modulators, primary screen, biochemical, multiplexed bead flow cytometry; response (percent of control binding), % at 10 µM; hit rate 0.34% among 220,000; AID 1423, 2008; Guanine nucleotide-binding protein G(o) subunit alpha (Homo sapiens), P09471; actives lie on both sides; in the data active means response below about 60% or above about 140%; inactive means in between;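 further: Galphao activated as the GDP aluminium fluoride complex binding bead-coupled RGS8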
Bcl-2 Bim block = inhibitors of Bim-Bcl-2 binding, primary screen, biochemical, multiplexed, human Bcl-2 family; Bead-based flow cytometry, Bim peptide-Bcl-2 binding; inhibition, % at 10 µM; hit rate 0.06% among 190,000; in the data active means inhibition above about 40%; inconclusive means no clear call, values can overlap the other calls;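 further: 0% = no compound wells with probe peptide and 100% = reference peptide inhibitor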
Target sequence (P10415 whole entry, looked up): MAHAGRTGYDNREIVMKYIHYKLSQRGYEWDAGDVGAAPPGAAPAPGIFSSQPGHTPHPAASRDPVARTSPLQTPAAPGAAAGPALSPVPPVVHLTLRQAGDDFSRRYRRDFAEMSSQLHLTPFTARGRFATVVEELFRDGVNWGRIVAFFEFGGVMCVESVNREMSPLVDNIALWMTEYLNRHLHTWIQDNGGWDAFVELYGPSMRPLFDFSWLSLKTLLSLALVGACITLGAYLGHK
ABCB1 inh = ABCB1 efflux pump inhibitors, primary screen, cell-based, multiplex, flow cytometry, ABCG2 counter-screen | CCRF-Adr cells, JC-1 efflux | AID 1326, 2008 | ATP-dependent translocase ABCB1 (Homo sapiens), P08183 | inhibition, % at 6.6 µM | hit rate 0.067% among 190,000; in the data active means inhibition above about 40%;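 further: 0% = vehicle and 100% = reference inhibitor; higher value means more JC-1 retained so stronger ABCB1 efflux block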
RGS4-Gao reg = modulators of RGS4 binding to Galphao, primary screen, biochemical, multiplexed bead flow cytometry; Guanine nucleotide-binding protein G(o) subunit alpha (Homo sapiens), P09471; actives lie on both sides; binding response (% of control), % at 10 µM; hit rate 0.33% among 220,000; AID 1415, 2008; in the data active means binding response below about 49% or above about 150%; inactive means in between;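 further: fluorescent Galphao activated with aluminum fluoride binding bead-coupled RGS4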
Bim-Bcl-W = inhibitors of Bim binding to Bcl-W, primary screen, biochemical, multiplexed, bead-based flow cytometry | Bim peptide-Bcl-W binding | inhibition, % at 10 µM | Bcl-2-like protein 2 (Homo sapiens), Q92843 | hit rate 0.02% among 190,000;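 further: 0% = bound tracer without compound and 100% = peptide blocker; higher means less fluorescent Bim peptide bound to Bcl-W beads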
Target sequence (Q92843 whole entry, looked up): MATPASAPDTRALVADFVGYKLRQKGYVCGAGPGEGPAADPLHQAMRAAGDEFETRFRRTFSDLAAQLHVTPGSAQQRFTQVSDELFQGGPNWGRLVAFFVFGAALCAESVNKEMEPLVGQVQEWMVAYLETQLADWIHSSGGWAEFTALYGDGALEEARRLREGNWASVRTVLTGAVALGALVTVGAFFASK
* marks the source's active call; other numbers are inactive results; ? = inconclusive; · = not tested or not shown. Unless noted, no stated cut-off is given here; in the data, active means inhibition above about 40%.

SMILES	RGS7-Gao reg	Bcl-XL Bim block	Bim-Mcl-1	ABCG2 inh	Bim-Bcl-B	Bfl-1 Bim block	RGS8-Gao reg	Bcl-2 Bim block	ABCB1 inh	RGS4-Gao reg	Bim-Bcl-W
CC(=O)Nn1c(COc2ccccc2C)nc2ccccc2c1=O	104	-3	2	1	-2	-9	104	-2	0.2	105	1
CC(=O)Oc1ccccc1C1=NN(C(=O)/C=C/c2ccccc2)C(c2ccccc2)C1 (stereo not drawn)	96	0	0	30	-5	-5	97	-5	8.9	93	1
Nc1nc(N2CCN(C(=O)c3ccco3)CC2)nc2ccc(Br)cc12	102	4	1	3	3	23	116	7	-0.4	107	14
COc1ccccc1C1(O)CC2CCC(C1)N2S(=O)(=O)c1ccc(C(C)=O)cc1 (stereo not drawn)	100	9	-2	3	-8	-8	102	-7	1.6	103	2
Cc1ccc(S(=O)(=O)N2CCCC(C(=O)O)C2)s1 (stereo not drawn)	100	-6	0	3	-6	-6	99	-7	0.5	100	0
CCCC12CN3CC(C)(CN(C1)C3c1ccc3c(c1)OCO3)C2=O (stereo not drawn)	103	-1	-1	0	0	2	101	1	-0.2	104	1
NC(=O)c1cc(NC(=O)c2cc(Br)c(Br)s2)cc(C(N)=O)c1	?	-3	-1	-3	-5	-7	104	-4	-0.3	101	-3
O=C(Cc1ccccc1Cl)NCCCn1ccnc1	102	-6	-2	2	-6	-17	104	-10	0.5	102	-3
CN(C(=O)c1cccc(C#N)c1)c1nnc(-c2ccccn2)s1	97	-1	-2	3	-5	0	100	-3	0.8	100	-4
Cc1cc(C)c2[nH]c(=O)c(CN(Cc3cccs3)C(=S)NCC3CCCO3)cc2c1 (stereo not drawn)	99	-9	-7	0	-8	-3	101	-5	2.4	98	-5
Cc1cccc2cc(CN(CC3CCCO3)C(=O)c3ccco3)c3nnnn3c12 (stereo not drawn)	102	-3	3	0	-7	-5	99	-1	0.1	103	-2
CCCCNC(=O)CNC(=S)N(Cc1cc(OC)c(OC)c(OC)c1)C1CCCC1	100	-3	-1	0	-8	0	97	4	0.6	90	-1
O=C(NC(Nc1nc2ccc([N+](=O)[O-])cc2s1)(C(F)(F)F)C(F)(F)F)c1ccccc1Cl	91	-14	-3	3	-11	-15	95	-10	0.2	93	-7
CC(C)OCCCNC(=S)N1CCC(C(=O)c2ccc3c(c2)OCCO3)CC1	105	-1	3	6	-8	-5	102	0	1.1	106	0
CN1CCN(Cc2cccc(Oc3ccccc3)c2)CC1	96	-12	1	9	0	0	92	0	0.3	94	-1
O=C1/C(=C/c2cccs2)COc2ccccc21	101	-3	-3	26	-3	-3	101	-4	0.7	98	-2
COC(=O)CN1C(=O)C(C)=C(c2ccc(C)cc2)S1(=O)=O	98	-3	-2	4	-8	-10	99	-3	0.2	97	2
CCOc1ccc(S(=O)(=O)Nc2cc(Cl)ccc2O)cc1	99	-6	-3	0	-1	-2	98	-8	-0.1	101	-2
N#C/C(=C/c1ccc(OCc2ccc(C(=O)O)cc2)c(Br)c1)c1cccc(F)c1	102	-11	-8	-2	-20	-11	102	-7	-0.7	104	-11
COc1cc(/C=C/c2nnc3c4ccccc4ncn23)cc(OC)c1OC	110	-1	-5	-7	-6	0	105	-4	1.0	105	-6
COC(=O)C1=C(C)N(C)C(=O)/C1=C\c1cccs1	99	-1	2	46	-6	0	98	20	0.8	103	-1
COc1ccc(Nc2nnc(SCc3cc([N+](=O)[O-])cc4c3OCOC4)s2)cc1	98	-8	-1	3	-8	-8	99	-11	0.2	103	0
CCC(C)c1ccc(Nc2ncccc2C#N)cc1 (stereo not drawn)	100	0	1	2	0	0	107	0	0.5	106	0
CCCCCCCCCSc1n[nH]c(N)n1	101	-2	0	17	0	-2	100	-2	0.7	101	0
CCOC(=O)c1c(C)[nH]c(C(=O)CN2C(=O)NC(C)(c3ccc(C)cc3)C2=O)c1C (stereo not drawn)	97	-6	-4	11	-3	-4	106	-2	4.1	100	-2
Cc1cc(Oc2ccccc2)nc2ccc(O)cc12	106	-1	-1	6	-3	1	103	0	0.6	106	-1
COc1ccc(N2CCN(C(=O)c3ccc(Br)cc3)CC2)c([N+](=O)[O-])c1	100	1	3	6	0	1	103	1	1.2	100	2
CC1CCN(C(=O)Oc2ccccc2)CC1	104	-2	0	1	-1	-3	101	-4	-0.1	99	-5
O=C(O)c1ccc(NC(=O)c2cn(-c3ccccc3)nc2-c2ccccc2)cc1	?	-3	-2	-1	-5	-6	100	-3	-0.7	103	-2
CNS(=O)(=O)c1ccc(NC(=O)C2c3ccccc3Oc3ccccc32)cc1	102	-5	-1	-3	-5	-5	102	-6	-0.7	99	-2
CS(=O)(=O)N1CCN(C(=O)c2ccncc2)CC1	102	-3	-5	0	-3	-1	97	0	0.1	100	-4
Cc1ccc(C(=O)OCC(=O)NC(=O)c2cccn2C)cc1	102	-3	0	4	-7	-14	100	-8	0.6	100	-1
CC(c1ccccc1)N1C(=O)NC(NC(=O)C(C)(C)C)(C(F)(F)F)C1=O (stereo not drawn)	91	-5	-7	24	-4	-5	84	0	0.7	95	-3
Cn1cc(CCNC(=O)CCc2nnc(CCCCc3ccccc3)o2)cn1	99	-6	-5	11	-8	-8	102	-4	2.3	102	-3
C=CCNc1nnc(SCC(=O)N2CCCCC2)c2ccccc12	99	3	6	-2	-5	5	105	1	-0.5	103	6
Cc1ccc(OCCCC(=O)Nc2ccc(Br)cc2)cc1	99	-8	-4	7	-10	-18	99	-15	1.0	97	-6
Cc1ccc(CSc2nnc(NC(=O)C3COc4ccccc4O3)s2)cc1 (stereo not drawn)	101	-6	-3	19	-8	-19	100	-9	-0.8	101	-2
CCOC(=O)c1c(C)n(-c2ccc(C)cc2)c2ccc(OCC(O)CNCCCO)cc12 (stereo not drawn)	109	-5	0	0	-10	-2	103	6	0.0	105	-4
O=C(N=Nc1c(O)[nH]c2ccccc12)c1ccc(CN2CCOCC2)cc1	103	0	0	19	-2	-4	99	-3	0.7	99	-4
CC(C)(C)c1ccc(C(=O)Nc2cccc3c(=O)[nH][nH]c(=O)c23)cc1	95	-2	-1	·	-11	0	96	-2	·	94	-4

A different layout for some results above.
| SMILES | RGS7-Gao reg | Bcl-XL Bim block | Bim-Mcl-1 | ABCG2 inh | Bim-Bcl-B | Bfl-1 Bim block | RGS8-Gao reg | Bcl-2 Bim block | ABCB1 inh | RGS4-Gao reg | Bim-Bcl-W |
| --- | --- | --- | --- | --- | --- | --- | --- | --- | --- | --- | --- |
| O=C(O)c1ccc(NC(=O)c2cn(-c3ccccc3)nc2-c2ccccc2)cc1 | ? | -3 | -2 | -1 | -5 | -6 | 100 | -3 | -0.7 | 103 | -2 |
| CNS(=O)(=O)c1ccc(NC(=O)C2c3ccccc3Oc3ccccc32)cc1 | 102 | -5 | -1 | -3 | -5 | -5 | 102 | -6 | -0.7 | 99 | -2 |
| CS(=O)(=O)N1CCN(C(=O)c2ccncc2)CC1 | 102 | -3 | -5 | 0 | -3 | -1 | 97 | 0 | 0.1 | 100 | -4 |
| Cc1ccc(C(=O)OCC(=O)NC(=O)c2cccn2C)cc1 | 102 | -3 | 0 | 4 | -7 | -14 | 100 | -8 | 0.6 | 100 | -1 |
| CC(c1ccccc1)N1C(=O)NC(NC(=O)C(C)(C)C)(C(F)(F)F)C1=O (stereo not drawn) | 91 | -5 | -7 | 24 | -4 | -5 | 84 | 0 | 0.7 | 95 | -3 |
| Cn1cc(CCNC(=O)CCc2nnc(CCCCc3ccccc3)o2)cn1 | 99 | -6 | -5 | 11 | -8 | -8 | 102 | -4 | 2.3 | 102 | -3 |
| C=CCNc1nnc(SCC(=O)N2CCCCC2)c2ccccc12 | 99 | 3 | 6 | -2 | -5 | 5 | 105 | 1 | -0.5 | 103 | 6 |
| Cc1ccc(OCCCC(=O)Nc2ccc(Br)cc2)cc1 | 99 | -8 | -4 | 7 | -10 | -18 | 99 | -15 | 1.0 | 97 | -6 |
| Cc1ccc(CSc2nnc(NC(=O)C3COc4ccccc4O3)s2)cc1 (stereo not drawn) | 101 | -6 | -3 | 19 | -8 | -19 | 100 | -9 | -0.8 | 101 | -2 |
| CCOC(=O)c1c(C)n(-c2ccc(C)cc2)c2ccc(OCC(O)CNCCCO)cc12 (stereo not drawn) | 109 | -5 | 0 | 0 | -10 | -2 | 103 | 6 | 0.0 | 105 | -4 |
| O=C(N=Nc1c(O)[nH]c2ccccc12)c1ccc(CN2CCOCC2)cc1 | 103 | 0 | 0 | 19 | -2 | -4 | 99 | -3 | 0.7 | 99 | -4 |
| CC(C)(C)c1ccc(C(=O)Nc2cccc3c(=O)[nH][nH]c(=O)c23)cc1 | 95 | -2 | -1 | · | -11 | 0 | 96 | -2 | · | 94 | -4 |

Following part.
SMILES	RGS7-Gao reg	Bcl-XL Bim block	Bim-Mcl-1	ABCG2 inh	Bim-Bcl-B	Bfl-1 Bim block	RGS8-Gao reg	Bcl-2 Bim block	ABCB1 inh	RGS4-Gao reg	Bim-Bcl-W
CC12C(=O)N(NC(=O)c3ccncc3)C(=O)C1C1C=CC2C1 (stereo not drawn)	102	-9	-4	3	-9	-3	99	-7	0.7	99	-2
OC(COc1ccc(OCc2ccccc2)cc1)CN1CCOCC1 (stereo not drawn)	98	-7	-4	0	-10	-17	103	-9	-1.7	103	0
Cc1cc(C)c(-c2c(O)c3c(n(C)c2=O)CC(C)(C)CC3=O)c(C)c1	99	1	0	1	-2	0	100	-1	0.7	101	0
O=C(NCCc1cccc(F)c1)/C(=C/c1cccnc1)NC(=O)c1ccccc1	100	0	2	9	3	0	102	4	-1.1	100	0
O=C(Nc1ccc2nc(-c3cccnc3)[nH]c2c1)c1ccco1	100	0	2	1	-5	-8	105	-5	0.1	102	2
CN1CCN(C(=O)CCN2C(=O)S/C(=C/c3ccc(Cl)cc3)C2=O)CC1	?	-1	-2	3	0	1	100	0	0.5	101	-4
COc1ccccc1OCC(=O)NCCCn1ccnc1	94	-5	-3	1	-4	-5	100	1	0.3	98	-3
Cc1cccc(N(C(=O)c2snc(C(N)=O)c2N)C(C(=O)NCC2CCCO2)c2cccs2)c1 (stereo not drawn)	101	-2	8	0	-5	-3	101	-2	1.5	100	0
Cc1ccc(S(=O)(=O)NCCSc2nnnn2-c2ccccc2)cc1	89	-2	0	8	-3	2	80	0	1.0	89	-1
CCCn1c(Cc2ccccc2)n[nH]c1=S	101	-5	-3	0	-8	0	100	-4	0.1	99	-2

Compounds as they come, and some 0.94% of all compounds hit somewhere here.
